D2 antag – antagonizes the human D2 dopamine receptor; P14416; HEK293 TREx D2 cells, calcium flux, dopamine EC80; inhibition, % at 10 µM; 340,000 compounds, 2% hits; in the data active = inhibition above about 30%; note: 0% is about no effect
Target sequence (P14416 whole entry, looked up): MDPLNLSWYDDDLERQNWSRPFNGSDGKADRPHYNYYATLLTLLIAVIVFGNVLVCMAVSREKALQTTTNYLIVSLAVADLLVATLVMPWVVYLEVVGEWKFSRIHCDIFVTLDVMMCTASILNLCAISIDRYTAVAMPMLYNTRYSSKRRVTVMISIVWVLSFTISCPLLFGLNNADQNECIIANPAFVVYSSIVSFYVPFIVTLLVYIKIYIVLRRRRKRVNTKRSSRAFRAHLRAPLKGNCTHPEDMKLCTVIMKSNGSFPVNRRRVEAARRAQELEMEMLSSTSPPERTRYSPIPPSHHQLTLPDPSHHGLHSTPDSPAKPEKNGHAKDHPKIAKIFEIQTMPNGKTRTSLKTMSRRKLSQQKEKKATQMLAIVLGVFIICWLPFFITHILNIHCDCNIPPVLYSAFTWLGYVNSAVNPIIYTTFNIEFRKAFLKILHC
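Tetracycline-induced HEK293 T-REx cells expressing D2 force-coupled to calcium signalling were dye-loaded, exposed to compound for 180 s, then challenged with an EC80 of dopamine; calcium flux was followed kinetically for a further 180 s.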
D1 PAM – enhances dopamine response at the human D1 receptor. HEK293 TREx D1 cells, calcium flux, dopamine EC20 potentiation. AID 504651. potentiation, % at 10 µM. 360,000 compounds, 0.036% hits. P21728; in the data active = potentiation above about 30%; note: 0% is about no effect
TRHR ag – TRH receptor (human) agonism; TRHR cells, calcium flux fluo-8, FDSS agonist mode; activation, % at 2 µM; 360,000 compounds, 0.18% hits; AID 493084; note: 0% is about no effect
Target sequence (P34981 whole entry, looked up): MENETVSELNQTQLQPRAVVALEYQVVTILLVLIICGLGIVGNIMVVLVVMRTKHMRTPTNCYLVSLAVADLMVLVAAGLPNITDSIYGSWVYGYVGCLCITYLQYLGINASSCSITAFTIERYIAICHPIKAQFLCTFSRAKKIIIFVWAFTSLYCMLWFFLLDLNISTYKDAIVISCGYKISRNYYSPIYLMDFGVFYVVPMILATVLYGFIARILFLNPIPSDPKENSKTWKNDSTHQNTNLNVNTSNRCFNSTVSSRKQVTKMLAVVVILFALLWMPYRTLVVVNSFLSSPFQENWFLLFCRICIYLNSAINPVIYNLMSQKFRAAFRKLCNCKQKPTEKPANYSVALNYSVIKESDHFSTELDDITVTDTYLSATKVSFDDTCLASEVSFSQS
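TRHR-expressing cells loaded with fluo-8 calcium dye; 23 nL library compound pin-transferred, kinetic FDSS fluorescence (Ex 480/Em 530) recorded about 180 s for agonist-induced calcium release, before a 10 nM TRH EC20 addition for potentiator mode.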
RXFP1 antag – RXFP1 (human) relaxin receptor antagonism; activity change, negative = inhibition, % at 57.5 µM; 350,000 compounds, 0.59% hits; AID 1259400; HEK293-RXFP1, relaxin-stimulated cAMP HTRF, 30 min; active compounds read low; Q9HBX9;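 active = activity change of -60% or lower, but not beyond a set lower limit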; note: % is set by controls: 0 for no effect and ±100 for the full control effect
D2 potentiator – positively modulates the human D2 dopamine receptor allosterically; HEK293 T-REx D2, calcium flux, EC20 dopamine potentiation; potentiation, % at 10 µM; 340,000 compounds, 0.34% hits; AID 485347;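 active = potentiation over 3 SD above the plate norm, cut at about 30% in these data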; note: 0% is about no effect
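Tetracycline-induced Hek293 Trex D2 cells, force-coupled to calcium, loaded with no-wash calcium dye. Compound added with 180 s kinetic read for agonism, then EC20 dopamine and a further 180 s read for potentiation.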
D2 ag – activates the human D2 dopamine receptor; P14416; HEK293 T-REx D2 cells, calcium flux agonist mode; activation, % at 2 µM; 340,000 compounds, 0.53% hits;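 active = activation over 3 SD above normal in the single-dose calcium agonist read, cut at about 30% in these data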; note: 0% is about no effect
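Tetracycline-induced HEK293 T-REx cells with force-coupled D2 receptor, plated overnight at 30 C, loaded with no-wash calcium dye. After a 10 s baseline, compound was pin-added and calcium flux read kinetically for 180 s; calcium rises flagged agonists.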
D1 agonist – agonists of human D1 dopamine receptor | P21728 | activation, % at 2 µM | HEK293 T-REx D1 cells, calcium flux, agonist mode | 360,000 compounds, 1% hits | AID 504660; note: 0% is about no effect
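Tetracycline-induced HEK293 TREx D1 cells, force-coupled to calcium signalling, were dye-loaded with a no-wash calcium kit. Compound was pin-added after a 10 s baseline. Fluorescence was read kinetically at 1 cycle/s for 180 s, with calcium rises flagged as agonism.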
D1 antagonist – blocks dopamine activation of the human D1 receptor. P21728. HEK293 TREx D1 cells, calcium flux, dopamine EC80; active compounds read low. activity change, negative = inhibition, % at 10 µM. 360,000 compounds, 3.2% hits; in the data active = activity change below about -30%; note: % is set by controls: 0 for no effect and ±100 for the full control effect
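Inducible Hek293 Trex D1 cells (tetracycline, overnight, 30 C). Calcium dye 30–90 min RT. Antagonist mode: EC80 dopamine added after 180 s compound read.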
TRHR enhancer – allosterically enhances the human TRH receptor. enhancement, % at 2 µM. TRHR cells, fluo-8 calcium fluorescence, EC20 TRH enhancement. 360,000 compounds, 0.66% hits. P34981; in the data active = enhancement above about 30%; note: 0% is about no effect
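TRHR-expressing cells loaded with fluo-8 calcium dye were read kinetically (ex 480/em 530) during compound addition, then stimulated with an EC20 of TRH (10 nM final). Enhancement of the Gq-mediated intracellular calcium response was scored.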
Numbers without * were called inactive; / = no result given. Cut-off read from the data, not from the text of the source, unless noted: active = activation above about 30%; inactive = the rest.

SMILES	D2 potentiator	D1 PAM	D1 antagonist	D2 ag	TRHR ag	TRHR enhancer	RXFP1 antag	D1 agonist	D2 antag
COc1ccc(CN=Cc2c(C(=O)O)[nH]c3ccccc23)cc1	1	-4	8	0.2	0.9	5	-5	0	-1
Cc1ccc(/C=C/C(=O)OCC(=O)NC(C)C)o1	-1	8	10	0.5	0.2	0	-3	1	-19
COc1ccc(CNc2ccc(C(=O)O)cc2)cc1	-13	-1	12	0.0	-0.1	-4	-12	1	-3
O=C(Nc1cnn(Cc2ccc(F)cc2)c1)C(c1ccccc1)c1ccccc1	16	-7	-8	0.4	0.5	5	/	2	5
COc1ccc(-c2noc(COc3ccc(Br)cc3C)n2)cc1OC	6	-1	2	4.4	0.3	28	-18	33*	/
CC(C)c1ccc(NC2=CC(=O)CC(C)(C)C2)cc1	-6	4	-4	0.6	-0.8	8	-5	6	11
OCCC1CN(Cc2ccc(F)cc2)CCN1CCCc1ccccc1 (configuration not stated)	-17	-3	4	0.6	0.9	9	-6	4	-7
CN(C(=O)CC(NC(=O)c1ccccc1Cl)c1ccccc1)c1ccccc1 (configuration not stated)	0	-5	3	-0.5	-0.3	-4	-1	4	9
O=C(Cn1c(=O)oc2cc(S(=O)(=O)N3CCOCC3)ccc21)N1CCc2ccccc2C1	-3	-3	-5	1.2	0.2	-2	/	0	-2
COC(=O)c1cc(C(=O)OC)cc(N2C(=O)CC(NNC(=O)c3ccccc3Cl)C2=O)c1 (configuration not stated)	3	-3	10	-0.3	-0.1	-2	-11	2	-11
O=C(O)c1ccc(N2C(=O)CC(N3C(=O)/C(=C/c4ccc(Cl)cc4)SC3=S)C2=O)cc1 (configuration not stated)	-7	0	-6	0.5	0.3	2	0	10	5
COc1ccc(S(=O)(=O)Nc2ccccn2)cc1C	/	-3	-4	/	0.7	-4	-11	1	/
COCC(C)n1c(C)cc(C(=O)CSc2nnnn2C2CCCC2)c1C (configuration not stated)	10	0	4	/	2.2	0	11	2	/
COc1cc(Br)c(/C=C(\C#N)c2nc3ccccc3[nH]2)cc1OC	-4	-2	-9	-0.2	3.2	-5	-11	-2	/
COc1ccc(NS(=O)(=O)c2csc(C(=O)N3CCCC3)c2)c(OC)c1	-1	1	-3	-0.7	0.0	14	13	10	-7

Other entries:
SMILES	D2 potentiator	D1 PAM	D1 antagonist	D2 ag	TRHR ag	TRHR enhancer	RXFP1 antag	D1 agonist	D2 antag
O=c1oc2cc(O)c(Cl)cc2c2ccccc12	6	-3	6	0.3	0.5	-1	43	3	-8
CC(OC(=O)c1ccco1)C(=O)NCc1ccc2c(c1)OCO2 (configuration not stated)	-7	4	-13	0.1	0.3	-6	13	0	-42
O=[N+]([O-])c1ccc(C(c2sc3nc(-c4ccco4)nn3c2O)N2CCC3(CC2)OCCO3)cc1 (configuration not stated)	-1	1	/	0.5	0.2	-4	1	-3	/
CCCCc1c(C)nc2c(OC)cccc2c1SCC(=O)O	-2	-4	-17	0.1	0.6	1	34	4	-2
C=CCN1C=C2C(=O)C(C)(OC(=O)C3CCCC3)C(=O)C(c3ccccc3)=C2C=C1CCCC(=O)OC (configuration not stated)	-6	0	-14	0.5	0.1	-3	/	4	11
CCC(CO)NCc1ccc2c(c1)n(C)c(=O)n2C (configuration not stated)	-3	-2	1	1.3	0.7	10	15	1	9
CCOc1ccc(N(Cc2nnc3n2CCCCC3)C(=O)Nc2cccc(C)c2)cc1	5	1	2	-0.1	-0.1	58*	-20	2	-5
CNC(=S)N1CCN(c2ccc(Cl)c(Cl)c2)CC1	-9	-7	-31*	0.8	0.6	-1	-3	10	14
C#CCn1c(S(=O)(=O)Cc2ccc(F)cc2)nc(-c2ccccc2)c1-c1ccccc1	/	-3	-20	/	0.8	-2	30	3	/
CCOc1ccc2nc(Cl)c(C3CC(c4ccccc4)=NN3C(=O)c3cccs3)cc2c1 (configuration not stated)	3	2	2	-0.6	0.1	1	-10	1	-1
COC(=O)CSc1nnc(CNS(=O)(=O)c2ccc(Cl)cc2)n1C	-1	1	/	-0.1	-0.1	-3	3	0	3
CCc1ccc(C2CC(c3ccc(F)cc3)Nc3nc(N)nn32)cc1 (configuration not stated)	11	-2	-8	-0.1	-0.4	-1	-2	5	-29
O=C1C=CC(=O)N1c1ccc(OC(F)F)cc1	-16	-6	-8	0.4	-0.3	4	/	0	-3
COc1ccc(N2CCN(CCNC(=O)c3ccc(NC(=O)C4CCCO4)cc3)CC2)cc1 (configuration not stated)	-12	0	-2	0.2	0.4	2	2	3	-4
COc1ccc(-c2cc(C3CCNCC3)[nH]n2)cc1	18	-9	0	-2.9	-2.0	6	-5	6	-17

Laid out differently: entries from further up
> CNC(=S)N1CCN(c2ccc(Cl)c(Cl)c2)CC1
  D2 potentiator = -9; D1 PAM = -7; D1 antagonist = -31*; D2 ag = 0.8; TRHR ag = 0.6; TRHR enhancer = -1; RXFP1 antag = -3; D1 agonist = 10; D2 antag = 14

> C#CCn1c(S(=O)(=O)Cc2ccc(F)cc2)nc(-c2ccccc2)c1-c1ccccc1
  D2 potentiator = /; D1 PAM = -3; D1 antagonist = -20; D2 ag = /; TRHR ag = 0.8; TRHR enhancer = -2; RXFP1 antag = 30; D1 agonist = 3; D2 antag = /

> CCOc1ccc2nc(Cl)c(C3CC(c4ccccc4)=NN3C(=O)c3cccs3)cc2c1 (configuration not stated)
  D2 potentiator = 3; D1 PAM = 2; D1 antagonist = 2; D2 ag = -0.6; TRHR ag = 0.1; TRHR enhancer = 1; RXFP1 antag = -10; D1 agonist = 1; D2 antag = -1

(next part)
SMILES	D2 potentiator	D1 PAM	D1 antagonist	D2 ag	TRHR ag	TRHR enhancer	RXFP1 antag	D1 agonist	D2 antag
Cc1oc(-c2ccc(Cl)cc2)nc1CN1CCC(C(=O)NCc2cccs2)CC1	-3	-3	1	0.5	0.7	-2	-6	6	5
O=C(CN1C(=O)NC(Cc2ccccc2)(Cc2ccccc2)C1=O)NCC1CCCCC1	10	-2	/	0.7	-0.3	-8	-4	1	4
Oc1ccccc1-c1nc(-c2cccs2)c(-c2cccs2)[nH]1	-3	1	1	-0.2	0.6	-7	-3	3	/
CCOC(=O)c1ccc(NC(=O)COc2ccc(S(=O)(=O)NC(C)(C)C)cc2)cc1	-4	-5	1	0.9	0.1	2	-14	1	5
O=C(CCl)N(C1CCCC1)C1CCS(=O)(=O)C1 (configuration not stated)	-2	-4	-17	-0.4	0.3	1	11	3	-6
CCOc1ccc(C(=O)CCC(=O)Nc2cccc(S(=O)(=O)N3CCCCC3)c2)cc1	-10	/	9	-0.8	0.8	0	-15	13	16
Cc1ccc(N(C)C(CNS(=O)(=O)c2ccccc2)c2ccccc2)cc1 (configuration not stated)	4	-1	-48*	1.1	0.1	2	-21	3	/
COC(=O)CCC(=O)N1CCc2cc(S(=O)(=O)N3CCN(c4ccccc4Cl)CC3)ccc21	9	4	2	0.4	0.3	-16	5	2	4
Cc1c(C=O)c(C=O)c(C)n1Cc1ccccc1	-6	3	-4	-1.1	0.1	-1	-18	5	-23
CCN(CC(=O)Nc1c(F)cccc1F)C(=O)c1cn2ccccc2n1	4	2	-2	1.2	0.7	4	6	2	-3
O=C(Cc1ccccc1)NCC(=O)OCC(=O)c1ccc(OC(=O)c2ccccc2)cc1	15	-2	-4	0.2	0.4	7	-14	1	-7
Fc1ccccc1COc1ccc(C(=S)N2CCCC2)cc1	2	-3	47	0.0	-0.5	-3	0	9	7
O=C1CCN(CCCc2ccccc2)CCN1CCO	5	-5	1	0.2	0.8	-3	/	3	17
COC(=O)c1ccc(S(=O)(=O)N2CCCN(Cc3cccc(Br)c3F)CC2)n1C	-8	4	-22	-0.4	-1.0	-5	0	16	-6
CC1CC(=O)Nc2ccccc2N1C(=O)Cn1cnc2ccccc2c1=O (configuration not stated)	6	-1	1	0.5	1.4	-4	-9	3	6

(further entries)
SMILES	D2 potentiator	D1 PAM	D1 antagonist	D2 ag	TRHR ag	TRHR enhancer	RXFP1 antag	D1 agonist	D2 antag
Cc1ccc(C(=O)NCC(=O)OC(C(=O)Nc2cc(C(F)(F)F)ccc2Cl)c2ccccc2)cc1 (configuration not stated)	/	1	11	/	2.8	-10	/	2	/
Cc1cc(-c2sccc2Br)nc(-n2cccc2)n1	-7	0	12	0.3	0.0	3	10	0	7
CC(C)[C@H](NC(=O)[C@@H]1Cc2ccccc2CN1)C(=O)Nc1ccc2c(c1)OCCO2	-12	1	-2	-0.5	0.0	-2	-3	2	8
COc1ccc(CCC(=O)NC(C)C)cc1	-10	7	5	-0.5	0.2	2	-6	2	9
Oc1ccccc1C(=S)N1CCCCCC1	/	-1	17	/	-0.2	4	3	4	/
COc1ccc(OC)c(-c2csc(NC(=O)CSc3nnnn3C)n2)c1	10	-10	7	-0.3	-0.2	-3	1	3	2
O=c1cc(-c2ccccc2)cc(-c2ccccc2)n1CCCO	8	5	1	-0.6	-0.2	-3	/	3	9
CCCCNC(=S)N(CCCO)Cc1cc2cc3c(cc2[nH]c1=O)OCCO3	3	0	-11	2.6	-0.6	2	-1	4	4
CCOc1ncccc1C(=O)OCC(=O)Nc1cccc(S(N)(=O)=O)c1	-6	-1	13	-0.5	-0.1	21	5	1	21
O=C(CNC(=O)c1ccccc1)Nc1cccc(C(F)(F)F)c1	-25	-8	-28	-0.7	-0.1	-5	-10	2	10
COc1ccc(/C=C\c2onc(C)c2S(=O)(=O)N2CCC(C(=O)NCCC(C)C)CC2)cc1	4	2	30	-0.1	-0.2	0	3	1	5
COc1ccc(CN(C)C(=O)c2oc3ccccc3c2CSC)cc1F	-10	-5	2	-0.6	-0.1	-5	-39	6	-11
C=CCn1c(-c2cccs2)nc2nc3ccccc3nc21	14	-3	2	0.1	-1.1	3	-13	0	-8
Cc1ccc(/C=C/S(=O)(=O)NCCC(=O)NCc2ccc(F)cc2)cc1	0	-3	3	-0.1	-0.5	-1	-10	0	4
CCOc1cc(C(=S)N2CCOCC2)ccc1OS(=O)(=O)c1ccc(OC)cc1	-10	-11	-3	1.3	-0.4	-6	-1	14	-4

Next compounds follow.
SMILES	D2 potentiator	D1 PAM	D1 antagonist	D2 ag	TRHR ag	TRHR enhancer	RXFP1 antag	D1 agonist	D2 antag
CC(=O)CC1(O)C(=O)Nc2ccccc21 (configuration not stated)	-11	3	1	-0.4	0.3	5	0	3	0
Cn1nc([N+](=O)[O-])nc1Oc1ccc2ccccc2c1	3	-5	6	-2.4	-0.1	3	4	1	-1
CCOCCCNS(=O)(=O)c1ccc2c(c1)CCN2C(C)=O	7	-6	15	-0.8	1.4	-3	9	5	19
COC(=O)C1=C(CS(=O)(=O)c2ccc(Cl)cc2)NC(=O)NC1c1ccc(O)c(OC)c1 (configuration not stated)	0	1	-3	0.1	0.3	1	8	4	0
CC(NC(=O)c1ccccc1)c1ccc(F)cc1 (configuration not stated)	1	-1	4	-0.3	0.0	1	9	0	11
CCCCN1C(=O)C(NC(=O)c2ccc(C(C)(C)C)cc2)(C(F)(F)F)C(C(=O)OC)=C1C (configuration not stated)	2	5	4	0.5	-0.9	-3	-15	58*	/
N=c1n(CC(=O)c2ccc(Br)cc2)c2ccccc2n1Cc1ccccc1	6	6	/	0.6	0.4	4	/	12	5

Screening results: PubChem BioAssay, National Center for Advancing Translational Sciences (NCATS)

Outcome played no part in choosing rows, and some 7.3% of all compounds hit somewhere here.
